PostGolgi yeast = growth inhibition of a yeast mutant, post-Golgi transport screen; AID 739; actives 0.9% (n = 98,000); inhibition, % at 10 µM; post-Golgi transport phenotypic cell assay;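 also: yeast cells grown in 1536-well plates; yeast grown about 18 h at 30C before absorbance read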
CYP2C19 activ = cytochrome P450 2C19 (human) activation; activation factor at 5 µM; AID 1025; P33261; recombinant CYP2C19, luciferin-H EGE luminescence; active compounds read high; 0 = fully inhibited enzyme, 1 = untreated enzyme; 96,000 tested, under 10 active;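 active = activation factor of at least 2 at 5 µM in the primary screen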;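 also: 0 = wells with 2.5 mM tranylcypromine and 1 = vehicle-only wells; values of inactives mirror those of a sister screen read the other way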
Target sequence (P33261 whole entry, looked up): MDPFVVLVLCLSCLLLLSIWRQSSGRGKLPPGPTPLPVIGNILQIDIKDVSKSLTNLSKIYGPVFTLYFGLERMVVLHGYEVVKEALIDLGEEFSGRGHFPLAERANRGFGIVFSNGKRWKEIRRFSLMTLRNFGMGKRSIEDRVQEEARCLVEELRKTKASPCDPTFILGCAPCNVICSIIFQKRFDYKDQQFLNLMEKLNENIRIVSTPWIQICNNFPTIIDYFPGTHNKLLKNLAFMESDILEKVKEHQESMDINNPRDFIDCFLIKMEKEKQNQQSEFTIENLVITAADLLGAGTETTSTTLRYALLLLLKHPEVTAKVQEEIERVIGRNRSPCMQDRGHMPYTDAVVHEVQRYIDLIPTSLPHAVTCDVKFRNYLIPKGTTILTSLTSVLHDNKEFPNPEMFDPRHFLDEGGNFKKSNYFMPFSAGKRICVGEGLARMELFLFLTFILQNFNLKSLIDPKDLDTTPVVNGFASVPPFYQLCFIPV
sEH act = increases human soluble epoxide hydrolase activity. P34913. purified human sEH enzymatic activity, activator screen. activation, % at 2 µM. actives 0.04% (n = 91,000); in the data active = activation above about 37%; also: values of inactives mirror those of a sister screen read the other way
S1P2 antag = blocks the human S1P2 receptor; O95136; cell-based S1P2 antagonist assay, inhibition at 5 uM; inhibition, % at 5 µM; actives 0.21% (n = 97,000); in the data active = inhibition above about 45%;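 also: CRE beta-lactamase reporter cells expressing human S1P2 stimulated with S1P; 0% = agonist at EC80 alone and 100% = agonist plus reference antagonist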
Target sequence (O95136 whole entry, looked up): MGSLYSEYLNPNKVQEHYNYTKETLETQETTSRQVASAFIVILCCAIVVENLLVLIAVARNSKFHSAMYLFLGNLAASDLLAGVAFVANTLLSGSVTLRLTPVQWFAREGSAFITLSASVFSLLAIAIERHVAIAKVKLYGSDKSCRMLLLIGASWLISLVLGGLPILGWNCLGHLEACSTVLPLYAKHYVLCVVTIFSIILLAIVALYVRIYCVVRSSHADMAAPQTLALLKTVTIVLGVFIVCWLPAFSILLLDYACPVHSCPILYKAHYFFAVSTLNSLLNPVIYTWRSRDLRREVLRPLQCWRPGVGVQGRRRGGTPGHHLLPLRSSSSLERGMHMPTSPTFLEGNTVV
DAT uptake mod = modulates human dopamine transporter uptake under cocaine; LLC-PK1 hDAT cells, [14C]-dopamine uptake with cocaine IC80; actives deviate in either direction; actives 1.3% (n = 110,000); B-score at 10 µM; AID 449768; Q01959;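 active = Z score or B-score, a plate-position-corrected score, falls beyond the plate's 99.7% confidence bounds, in either direction; inactive = both scores lie inside the 99.7% bounds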;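 also: scored against the spread of the other compound wells on the same plate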
S1P2 ag = agonists of human S1P2 receptor; S1P2-expressing cell line, agonist reporter read-out; actives 0.46% (n = 97,000); O95136; activation, % at 4.5 µM; in the data active = activation above about 16%;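 also: 0% = vehicle low control and 100% = maximal reference agonist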
sEH inhibitor = blocks human soluble epoxide hydrolase activity | AID 707 | inhibition, % at 2 µM | P34913 | actives 0.34% (n = 91,000) | recombinant human sEH enzymatic activity assay; in the data active = inhibition above about 80%; also: values of inactives mirror those of a sister screen read the other way; many of its hits are not listed in these tables
PostGolgi ctrl = growth of the yeast control strain, post-Golgi counter-screen; efflux-deficient yeast background strain, growth absorbance A615, 16 h; inhibition, % at 10 µM; actives 5% (n = 98,000)
CYP2C19 inh = inhibitors of human CYP2C19 | P33261 | inhibition, % at 5 µM | CYP2C19 Supersomes, luciferin-H EGE luminescence, 30 min | actives 21% (n = 96,000);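 active = CYP2C19 inhibition above a set limit at 5 µM in the primary screen, cut at about 50% in these data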;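 also: plate controls were negative control wells for no effect and 2.5 mM tranylcypromine positive control for full effect; values of inactives mirror those of a sister screen read the other way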
The depositor's hits bear a star. Rule as the data show it, unless noted: active = inhibition above about 30%; inactive = the rest.

What do the screens show for `Cc1ccc(C(C)C)c(OCC(=O)Nn2c(C)nc3ccccc3c2=O)c1`?
PostGolgi yeast: -1; CYP2C19 activ: 0.9; sEH act: 12; S1P2 antag: -9; DAT uptake mod: 0.96; S1P2 ag: -4; sEH inhibitor: -13; PostGolgi ctrl: 13; CYP2C19 inh: 6

How did O=C(Cn1ncc2c(=O)oc3ccccc3c21)N1CCCc2ccccc21 do in these assays?
PostGolgi yeast: 4; CYP2C19 activ: 0.6; sEH act: -7; S1P2 antag: 32; DAT uptake mod: 0.28; S1P2 ag: -6; sEH inhibitor: 8; PostGolgi ctrl: -6; CYP2C19 inh: 43

How did C=CCN(CC=C)Cc1c(O)ccc2c1oc(=O)c1ccccc12 do in these assays?
sEH act: 5; S1P2 antag: -15; DAT uptake mod: -1.4; S1P2 ag: -3; sEH inhibitor: -2

How did O=S(=O)(c1cnccc1N1CCN(/N=C/c2ccc(Cl)cc2)CC1)N1CCCCC1 do in these assays?
PostGolgi yeast: 18; CYP2C19 activ: 0.7; sEH act: 4; S1P2 antag: -1; DAT uptake mod: 0.33; S1P2 ag: -2; sEH inhibitor: -1; PostGolgi ctrl: -13; CYP2C19 inh: 33

How did O=C(CSc1nnc(CN2CCCCCC2=O)n1-c1ccccn1)NCC(F)(F)F do in these assays?
PostGolgi yeast: 3; CYP2C19 activ: 1; sEH act: -11; S1P2 antag: 7; DAT uptake mod: -0.041; S1P2 ag: -5; sEH inhibitor: 13; PostGolgi ctrl: 1; CYP2C19 inh: -4

Results for CC1(C)CC(=O)C=C(NCCN2CCN(C(=O)Nc3ccccc3)CC2)C1 ?
PostGolgi yeast: 19; CYP2C19 activ: 1; sEH act: 5; S1P2 antag: -2; DAT uptake mod: 0.45; S1P2 ag: 1; sEH inhibitor: 0; PostGolgi ctrl: 3; CYP2C19 inh: -2

How did CN(C)c1ccc(NC(=O)c2ccc(COc3cccc(Cl)c3)o2)cc1 do in these assays?
PostGolgi yeast: -4; CYP2C19 activ: 0.7; sEH act: -30; S1P2 antag: -7; DAT uptake mod: 0.029; S1P2 ag: -4; sEH inhibitor: 30; PostGolgi ctrl: 19; CYP2C19 inh: 31

What do the screens show for `O=C(Nc1ccc2nn(-c3ccccc3)nc2c1)c1ccco1`?
sEH act: -12; S1P2 antag: -2; S1P2 ag: -5; sEH inhibitor: 12

Results for CCc1ccc(C(C(=O)NCc2ccc(OC)cc2)N(CCOC)C(=O)Cc2cccs2)cc1 (centres undefined) ?
PostGolgi yeast: 7; CYP2C19 activ: 0.7; sEH act: 10; S1P2 antag: 26; DAT uptake mod: -0.33; S1P2 ag: -3; sEH inhibitor: -7; PostGolgi ctrl: 10; CYP2C19 inh: 25

Results for CCc1ccc(NS(=O)(=O)c2ccc3[nH]cc(C(=O)NCC4CCCO4)c(=O)c3c2)cc1 (centres undefined) ?
PostGolgi yeast: -12; S1P2 antag: -6; S1P2 ag: -9; PostGolgi ctrl: 12

What do the screens show for `CC1(C)Cc2ccccc2C(NNC(=O)c2cccnc2)=N1`?
sEH act: 9; S1P2 antag: 7; DAT uptake mod: -1.5; S1P2 ag: -3; sEH inhibitor: -5

How did CCCCn1c(CCNC(=O)CCC)nc2ccccc21 do in these assays?
PostGolgi yeast: -4; CYP2C19 activ: 0.7; sEH act: 9; S1P2 antag: 3; DAT uptake mod: -0.66; S1P2 ag: -7; sEH inhibitor: -5; PostGolgi ctrl: 9; CYP2C19 inh: 26

What do the screens show for `Cc1ncc(CCl)c2c1OC(C)(C)OC2`?
sEH act: 4; S1P2 antag: 0; DAT uptake mod: 0.21; S1P2 ag: -4; sEH inhibitor: -2

What do the screens show for `CCCc1nnc(NC(=O)CCC(=O)N2CCN(CCOc3ccc(C)cc3)CC2)s1`?
PostGolgi yeast: -6; CYP2C19 activ: 0.8; sEH act: 7; S1P2 antag: 32; DAT uptake mod: 0.24; S1P2 ag: 0; sEH inhibitor: -5; PostGolgi ctrl: -8; CYP2C19 inh: 25

What do the screens show for `Cc1cccc(N2CCN(C(=O)c3cccn4c(=O)c5c(C)c(C)sc5nc34)CC2)c1C`?
PostGolgi yeast: -13; CYP2C19 activ: 0.1; sEH act: 16; S1P2 antag: -10; DAT uptake mod: 2.4; S1P2 ag: -10; sEH inhibitor: -16; PostGolgi ctrl: 28; CYP2C19 inh: 92*

How did Cc1cc(C)cc(Nc2cnn(C34CC5CC(CC(CC(=O)O)(C5)C3)C4)c(=O)c2Cl)c1 do in these assays?
PostGolgi yeast: -8; CYP2C19 activ: 1.1; sEH act: 5; S1P2 antag: -1; DAT uptake mod: 1.3; S1P2 ag: -9; sEH inhibitor: -8; PostGolgi ctrl: 8; CYP2C19 inh: -8

How did COc1ccccc1Nc1nc2ccc(C)cc2cc1C#N do in these assays?
PostGolgi yeast: 3; CYP2C19 activ: 1.1; sEH act: -14; S1P2 antag: 11; S1P2 ag: -4; sEH inhibitor: 16; PostGolgi ctrl: 2; CYP2C19 inh: -12

What do the screens show for `COc1ccc(-c2cc(C(=O)N3CCN(c4ccccc4)CC3)no2)cc1OC`?
PostGolgi yeast: -1; CYP2C19 activ: 1.2; sEH act: -6; S1P2 antag: 9; DAT uptake mod: -0.015; S1P2 ag: -5; sEH inhibitor: 3; PostGolgi ctrl: -1; CYP2C19 inh: -18

Results for CCCn1c(CN2CCN(c3cccc(Cl)c3)CC2)nc2c1c(=O)n(C)c(=O)n2C ?
PostGolgi yeast: -5; CYP2C19 activ: 0.8; sEH act: 3; S1P2 antag: -12; DAT uptake mod: -1.3; S1P2 ag: -3; sEH inhibitor: 1; PostGolgi ctrl: 12; CYP2C19 inh: 25

Results for CCOC(=O)c1[nH]c2cc3c(cc2c1CCCN1C(=O)c2ccccc2C1=O)OCCO3 ?
PostGolgi yeast: -5; CYP2C19 activ: 0.8; sEH act: -2; S1P2 antag: 7; DAT uptake mod: -0.21; S1P2 ag: -5; sEH inhibitor: 3; PostGolgi ctrl: 6; CYP2C19 inh: 15

How did CCOc1ccccc1N(CC(=O)Nc1cc(OC)ccc1OC)S(C)(=O)=O do in these assays?
PostGolgi yeast: 3; CYP2C19 activ: 0; sEH act: 5; S1P2 antag: -6; DAT uptake mod: -9.1*; S1P2 ag: -3; sEH inhibitor: -4; PostGolgi ctrl: -1; CYP2C19 inh: 96*

How did COc1ccccc1OCCCCOc1ccccc1F do in these assays?
PostGolgi yeast: 1; CYP2C19 activ: 0.7; sEH act: -3; S1P2 antag: -3; DAT uptake mod: 0.31; S1P2 ag: -9; sEH inhibitor: 6; PostGolgi ctrl: 9; CYP2C19 inh: 35

How did COc1ccc(C(=O)CN2C(=O)NC3(CCCc4ccccc43)C2=O)cc1OC (centres undefined) do in these assays?
sEH act: 12; S1P2 antag: -1; DAT uptake mod: -0.18; S1P2 ag: -3; sEH inhibitor: -11

Results for O=C1c2ccccc2C(=O)c2c1cccc2N1CCN(CCO)CC1 ?
PostGolgi yeast: 16; CYP2C19 activ: 1; sEH act: -3; S1P2 antag: -8; DAT uptake mod: 0.42; S1P2 ag: -4; sEH inhibitor: 5; PostGolgi ctrl: 9; CYP2C19 inh: 1

Results for COCC(=O)OCC(=O)Nc1cc(C(C)(C)C)nn1-c1ccccc1 ?
PostGolgi yeast: 12; CYP2C19 activ: 1.1; sEH act: 3; S1P2 antag: -14; DAT uptake mod: 0.0024; S1P2 ag: -3; sEH inhibitor: -2; PostGolgi ctrl: 12; CYP2C19 inh: -15

Results for COCC(=O)N(Cc1cc2cc(OC)ccc2[nH]c1=O)c1ccc(C)cc1 ?
PostGolgi yeast: 6; CYP2C19 activ: 0.6; sEH act: 12; S1P2 antag: 12; DAT uptake mod: 0.77; S1P2 ag: 0; sEH inhibitor: -14; PostGolgi ctrl: 5; CYP2C19 inh: 36

What do the screens show for `Cn1cccc1Cc1nnc(SCC(=O)N2CCc3ccccc32)n1CCc1ccccc1`?
PostGolgi yeast: -3; CYP2C19 activ: 0.9; DAT uptake mod: 1.8; PostGolgi ctrl: 11; CYP2C19 inh: 10

What do the screens show for `CC1CN=C(N(C(=O)Nc2ccccc2)c2ccc(F)cc2)S1` (centres undefined)?
PostGolgi yeast: -3; CYP2C19 activ: 0.2; sEH act: -12; S1P2 antag: -4; DAT uptake mod: -0.2; S1P2 ag: -1; sEH inhibitor: 10; PostGolgi ctrl: 2; CYP2C19 inh: 76*

How did CCn1c(SCc2ccc(C)cc2)nnc1C1CCN(S(=O)(=O)c2ccc(OC)cc2)CC1 do in these assays?
PostGolgi yeast: 1; CYP2C19 activ: 0.7; sEH act: -1; S1P2 antag: 16; DAT uptake mod: 1.1; S1P2 ag: -7; sEH inhibitor: 2; PostGolgi ctrl: 15; CYP2C19 inh: 32

What do the screens show for `COc1ccc(-c2nnc(SCC(=O)c3ccc(C)o3)o2)cc1`?
sEH act: 9; S1P2 antag: 10; DAT uptake mod: -1.7; S1P2 ag: 1; sEH inhibitor: -13

What do the screens show for `CC(=O)n1nc(-c2ccc(Cl)cc2)nc1NCc1ccco1`?
PostGolgi yeast: 4; CYP2C19 activ: 1; sEH act: 10; S1P2 antag: -21; DAT uptake mod: -1.1; S1P2 ag: -4; sEH inhibitor: -10; PostGolgi ctrl: 2; CYP2C19 inh: 3

What do the screens show for `COc1ccc(NC(=O)N2CCCCC2)cc1`?
PostGolgi yeast: -6; CYP2C19 activ: 0.9; sEH act: 6; S1P2 antag: -4; DAT uptake mod: 0.57; S1P2 ag: -2; sEH inhibitor: -8; PostGolgi ctrl: 0; CYP2C19 inh: 9

Results for CCOC(=O)CSc1nc(-c2ccccc2)nc2ccc(F)cc12 ?
PostGolgi yeast: 4; CYP2C19 activ: 1; sEH act: 3; S1P2 antag: -21; DAT uptake mod: -0.084; S1P2 ag: -3; sEH inhibitor: -4; PostGolgi ctrl: 5; CYP2C19 inh: 3

How did CSC1CCCCC1(O)CSc1nc2c(cc1C#N)CCCC2 (centres undefined) do in these assays?
PostGolgi yeast: -6; CYP2C19 activ: 0.9; sEH act: -1; S1P2 antag: 13; DAT uptake mod: 0.72; S1P2 ag: -4; sEH inhibitor: 0; PostGolgi ctrl: 0; CYP2C19 inh: 7

Results for O=C(O)c1ccc(NS(=O)(=O)/C=C/c2ccccc2)cc1O ?
PostGolgi yeast: 2; CYP2C19 activ: 0.9; sEH act: 2; S1P2 antag: 20; DAT uptake mod: -0.35; S1P2 ag: -9; sEH inhibitor: -5; PostGolgi ctrl: 0; CYP2C19 inh: 12

What do the screens show for `O=S(=O)(c1ccccc1)c1cnc(-c2cccnc2)nc1-c1ccc(Cl)c(Cl)c1`?
PostGolgi yeast: 0; CYP2C19 activ: 0.3; sEH act: -4; S1P2 antag: 3; DAT uptake mod: 0.03; S1P2 ag: 0; sEH inhibitor: 3; PostGolgi ctrl: 6; CYP2C19 inh: 72*

How did Cc1noc(/C=C/N(C)C)c1S(=O)(=O)N1CCCC(C(=O)Nc2ccc3c(c2)OCO3)C1 (centres undefined) do in these assays?
PostGolgi yeast: 5; CYP2C19 activ: 0.5; sEH act: -37; S1P2 antag: -1; DAT uptake mod: 1.2; S1P2 ag: -4; sEH inhibitor: 39; PostGolgi ctrl: -1; CYP2C19 inh: 48

What do the screens show for `CCC(C)(c1ccc(C(=O)OC)s1)c1ccc(C(=O)OC)s1`?
PostGolgi yeast: 7; CYP2C19 activ: 0; sEH act: -11; S1P2 antag: -10; DAT uptake mod: -1; S1P2 ag: 1; sEH inhibitor: 11; PostGolgi ctrl: 13; CYP2C19 inh: 98*

How did Cc1cc(NC(=O)CSc2nc(CCC3CCCC3)nc3ccccc23)no1 do in these assays?
PostGolgi yeast: 0; CYP2C19 activ: 0.1; sEH act: -10; S1P2 antag: 17; DAT uptake mod: -0.0022; S1P2 ag: -5; sEH inhibitor: 12; PostGolgi ctrl: 22; CYP2C19 inh: 87*

Screening results as filed in PubChem.
